From PubChem
FLuc modulator: inhibits or activates purified firefly luciferase, miR-21 counter-screen; P08659; purified FLuc, Km substrates, luminescence inhibition; Potency, µM (highest dose often 57.5 µM), inactives show at the top dose activity change, negative = inhibition, most hits filed as inhibitors; actives 6.9% (n = 360,000); AID 588342; active = well fitted inhibition curve with a large enough effect; inconclusive = small, poorly fitted or top-dose-only effect;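 also: plate controls were vehicle for no effect and reference inhibitor for full effect; nearly all actives have a fitted effect of over 55% in size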
Target sequence (P08659 whole entry, looked up): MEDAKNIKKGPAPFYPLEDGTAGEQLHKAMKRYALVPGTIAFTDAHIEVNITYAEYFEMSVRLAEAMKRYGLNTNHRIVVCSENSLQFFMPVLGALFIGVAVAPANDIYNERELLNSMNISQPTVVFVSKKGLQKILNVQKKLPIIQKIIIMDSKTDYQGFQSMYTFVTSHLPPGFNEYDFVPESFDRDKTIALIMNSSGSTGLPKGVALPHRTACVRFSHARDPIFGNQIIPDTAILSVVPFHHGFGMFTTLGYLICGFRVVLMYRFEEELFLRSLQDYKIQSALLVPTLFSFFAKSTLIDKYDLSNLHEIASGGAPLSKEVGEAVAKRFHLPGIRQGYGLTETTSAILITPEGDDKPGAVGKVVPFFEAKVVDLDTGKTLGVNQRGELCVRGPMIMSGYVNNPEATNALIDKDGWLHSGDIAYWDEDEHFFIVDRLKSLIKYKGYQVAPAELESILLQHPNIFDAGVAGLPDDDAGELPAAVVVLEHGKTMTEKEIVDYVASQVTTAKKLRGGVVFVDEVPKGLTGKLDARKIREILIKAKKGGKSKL
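Purified P. pyralis luciferase, 10 nM final, with Km-level 10 uM D-luciferin and 10 uM ATP in 50 mM Tris acetate pH 7.5, 10 mM Mg acetate, 0.01% Tween-20, 0.05% BSA; 6-point qHTS titration about 60 µM downward; luminescence read.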
Starred values were filed as active, the others as inactive; ? = inconclusive. Potency is read from the fitted curve at half-maximal effect.

Compound	FLuc modulator
CCOc1ccc(CCNC(=O)CCn2c(=O)c3cccn3c3ccc(F)cc32)cc1	-3%
CNC(=O)C1CCC(Cn2c(=O)c3sccc3n(CC(=O)NCc3ccc(C)cc3)c2=O)CC1 (configuration not stated)	3%
Cc1ccc(C)c(Cn2c(=O)n(Cc3ccc4c(c3)OCO4)c(=O)c3oc4ccccc4c32)c1	-1%
COc1ccc(N2CCN(S(=O)(=O)CCNC(=O)c3ccc(OC(C)C)cc3)CC2)cc1	-1%
CCC(C)NC(=O)c1ccc2c(c1)N(Cc1ccccc1)C(=O)c1ccccc1S2 (configuration not stated)	-9%
Cc1cc(Cl)ccc1OCC(=O)N1CCC(c2nc3ccccc3o2)CC1	?
COc1cccc(CSc2nc3n(n2)C(CC(C)C)C(C(=O)Nc2ccccc2OC)=C(C)N3)c1 (configuration not stated)	1%
CCOc1ccc(-n2nc(CO)c(C(=O)NCC(c3ccccc3)c3ccccc3)n2)cc1	-3%
COc1ccc(Cl)cc1NC(=O)CSc1ccc2nnc(CCNS(=O)(=O)c3ccccc3)n2n1	2%
Cc1ccc(CSC2=NC(C)(C)Nc3ccccc32)c(C)c1	-11%
CCc1ccccc1NC(=O)c1sc(-n2nc(C)c(Cc3ccc4c(c3)OCO4)c2C)nc1C	0%
CCOc1ccc(NC(=O)Cn2cc(C(=O)c3ccccc3)c(=O)c3cc4c(cc32)OCO4)cc1	-5%

Other compounds follow:
Compound	FLuc modulator
CCOC(=O)c1ccccc1NC(=O)Cn1c(=O)n(Cc2ccc(C(=O)NCc3ccc4c(c3)OCO4)cc2)c(=O)c2ccccc21	-1%
COc1cccc(C(=O)Nc2ccc3nc(SCC(=O)N4CCOCC4)sc3c2)c1	15µM*
COc1ccc(-n2cc(C(=O)Nc3ccccc3C#N)c3ccccc3c2=O)cc1	1%
COCc1cc(C)nc2c1C(=O)NC(c1ccc(NC(C)=O)cc1)N2Cc1ccccc1 (configuration not stated)	-14%
O=C(CCn1c(=O)c2cccn2c2cccnc21)Nc1ccccc1Br	-1%
CC(=O)Nc1nnc(SCc2cc(=O)c3cccc(C)c3[nH]2)s1	7%
CC(C)(C)C1CCc2nc(NC(=O)Cc3ccccc3)sc2C1 (configuration not stated)	?
Cc1nn(S(=O)(=O)c2ccc(C(C)C)cc2)c(C)c1S(=O)(=O)N1CCCCC1	-18%
CCOC(=O)c1c(C)[nH]c(C)c1S(=O)(=O)NCC(=O)N1CCN(c2cc(Cl)ccc2C)CC1	-10%
Cc1ccc(Cl)cc1NC(=O)CCCn1c(=O)c2cccn2c2ccccc21	12µM*
CCn1c(=O)cc(OCC(=O)N2CCN(c3cccc(C)c3C)CC2)c2ccccc21	-9%
COc1ccc(Nc2nc3ccc(Cl)cc3nc2-n2nc(C)cc2C)cc1	0%

Other entries follow.
Compound	FLuc modulator
Cc1ccc(C(=O)Nc2nc(-c3nnn(-c4cccc(Cl)c4C)c3C)ns2)cc1C	-8%
Cc1ccc(S(=O)(=O)c2cc3cc(C(=O)Nc4ccc(C)cc4C)ccc3oc2=O)cc1	-2%
COc1ccc(-c2nc3scc(CCNS(=O)(=O)c4ccc(C)cc4)n3n2)cc1	-17%
COc1ccccc1NC(=O)C1=C(C)Nc2nc(SCc3ccc(Cl)cc3)nn2C1c1ccccc1Cl (configuration not stated)	6%
Cc1ccc(CN2CCC(CNc3ncnc4onc(-c5ccc(F)cc5)c34)CC2)cc1	0%
CCCCCCc1c(C)c2c(cc(C)c3c(C)c(C)oc32)oc1=O	-5%
CCOC(=O)c1c(S(=O)(=O)N2CCCC(C(=O)Nc3cc(C)ccc3OC)C2)c(C)n(C)c1C (configuration not stated)	-5%
Cc1cc(C)n(C(C)CC(=O)Nc2ccc(C)c(N(C)C)c2)n1 (configuration not stated)	-3%
Cc1cccc(NC(=O)N2CCN(C)c3ncccc32)c1C	-4%
Cc1ccc(C(=O)NCC(c2ccc3c(c2)OCO3)N2CCOCC2)cc1 (configuration not stated)	-1%
O=C(CN1C(=O)CC(c2ccco2)Sc2ccccc21)Nc1ccc(C(F)(F)F)cc1 (configuration not stated)	-7%
O=C(NCCc1ccccc1)c1ccc2c(c1)N(Cc1ccc(Cl)cc1)C(=O)CS2	0%

Next part:
Compound	FLuc modulator
COc1cccc(NC(=O)c2sc3nc(C)c(C(=O)Nc4ccc(Cl)cc4)c(-c4ccc(Br)cc4)c3c2N)c1	-8%
CCc1ccc(NC(=O)N2CC=C(c3c[nH]c4ccccc34)CC2)cc1	?
Cc1ccc(-n2ncc(C(=O)NCc3cccs3)c2C2CCN(C(=O)OC(C)(C)C)CC2)cc1C	-3%
COCCCn1c(=N)c(C(=O)NCc2cccnc2)cc2c(=O)n3cc(C)ccc3nc21	3%
CCOc1ccccc1NC(=O)Cn1ncc2c([nH]c3ccccc32)c1=O	0%
COc1ccc(N(Cc2ccccc2)C(=O)c2nc(SC)ncc2Cl)cc1	1%
Cc1ccc(S(=O)(=O)c2nc(-c3ccccc3)oc2N2CCN(c3ccccc3)CC2)cc1	1%
CCOc1ccc2nc(NC(=O)c3cc(=O)c4cc(C)cc(C)c4o3)sc2c1	-5%
Cc1cc(C)cc(-n2c(SCC(=O)Nc3ccccc3)nc3c(oc4ccccc43)c2=O)c1	-1%
COC(=O)c1c(-c2ccc(Cl)cc2)noc1N1CCN(c2ccccc2F)CC1	-9%
CCOC(=O)c1c(C)[nH]c(C)c1S(=O)(=O)N1CCCC(C(=O)Nc2ccc(C)cn2)C1 (configuration not stated)	-2%
CSc1ncc(Cl)c(C(=O)Nc2cc(C(F)(F)F)ccc2Cl)n1	-1%

(continued)
Compound	FLuc modulator
O=c1c(N2CCN(c3ccccc3)CC2)csc2ccc(Cl)cc12	?
CC1=C(C(=O)Nc2cccc(C(F)(F)F)c2)C(c2ccccc2)n2ncnc2N1 (configuration not stated)	4%
Cc1cc(F)ccc1NC(=O)c1c(C)oc2c1C1=NCCN1C=N2	-4%
CC1=C(C(=O)Nc2ccc(C)cc2C)C(C(C)C)n2nc(SCc3ccccc3Cl)nc2N1 (configuration not stated)	0%
CCOc1ccc(-n2c(SCC(=O)N3CCc4ccccc43)nc3c([nH]c4ccccc43)c2=O)cc1	1%
Cc1cccc(OCC(=O)Nc2ccccc2C(=O)OCc2cc(=O)n3nc(C4CC4)sc3n2)c1	?
CCOC(=O)c1ccc(N2CCN(c3cc(C)ccc3C)CC2)c(NC(=O)Nc2ccc(Cl)cc2)c1	1%
CCCn1c(=N)c(C(=O)NCc2cccnc2)cc2c(=O)n3cc(C)ccc3nc21	-1%
Cc1ccc(NC(=O)Cn2nc(-c3ccccc3)nc(Cc3ccc(Cl)cc3)c2=O)cc1	-2%
COCCNC(=O)Cn1nc(N2CCN(c3ccccc3OC)CC2)ccc1=O	-1%
CCc1c(CN2CCN(c3ccccc3F)CC2)csc1C	-2%
COC(=O)c1cc2oc3ccccc3c2n1CC(=O)Nc1cc(OC)cc(OC)c1	-8%

More results
Compound	FLuc modulator
CCCNC(=O)c1cc2nc(-c3ccc(Br)cc3)cc(C(F)(F)F)n2n1	2%
N#Cc1ccccc1Cn1c(=O)n(-c2ccc(F)c(Cl)c2)c(=O)c2sccc21	-4%
Cc1ccc(-n2ncc(C(=O)Nc3ccc(C)c(F)c3)c2C2CCN(C(=O)OC(C)(C)C)CC2)cc1C	-10%
CCOC(=O)Cn1cc2c(c1-c1ccc(Cl)cc1)c(=O)n(C)c(=O)n2C	2%
CS(=O)(=O)N1CCC(N2CCN(Cc3ccccc3)C(=O)C2=O)CC1	-2%
Cc1ccc(CNC(=O)c2ccc(-c3nc(CS(=O)c4ccccc4)c(C)o3)cc2)cc1 (configuration not stated)	-16%
Cn1c(CCNC(=O)c2ccco2)nc2cc(NC(=O)COc3ccc(Cl)cc3)ccc21	-4%
Cc1cccc(-c2nc(SCC(=O)NCc3ccco3)c3c(=O)n(C)c(=O)n(C)c3n2)c1	0%
O=c1c2oc3ccccc3c2n(Cc2ccccc2Cl)c(=O)n1Cc1ccco1	-10%
Cc1nc(N2CCCC2)ncc1C(=O)NCc1ccc(F)cc1	-2%
CCN(CC)C(=O)Cn1cc(SCC(=O)Nc2ccccc2F)c2ccccc21	2%
CCOc1ccccc1CNC(=O)CCc1cn(Cc2ccc(Cl)cc2)c2ccccc12	5%

(further entries)
Compound	FLuc modulator
Cc1noc2ncnc(NCc3ccc(Cl)cc3)c12	5%
Cc1ccc(C)c(NC(=O)Cn2c(=O)n(CCC(=O)NCc3ccc4c(c3)OCO4)c(=O)c3ccccc32)c1	-1%
COc1ccc(CNc2ncnc3c2nc2n3CCCC2)cc1	-7%
Cc1nc2nc[nH]n2c(=O)c1NS(=O)(=O)c1ccc(Br)cc1	?
Cc1nn(-c2ccc(N3CCCCC3)nn2)c(C)c1CCC(=O)NCc1ccccc1F	?
Clc1ccc2c(c1)-n1cc(-c3ccccc3)nc1CO2	21µM*
COc1ccccc1NC(=O)c1sc2nc3c(cc2c1N)CCCCCC3	-11%
CCOC(=O)c1[nH]c2ccccc2c1NC(=O)c1ccccc1OC	-9%
CN(C)S(=O)(=O)c1ccc2c(c1)N(CC(=O)NCc1cccc(Br)c1)C(=O)CS2	-1%
Cc1cccn2c(=O)c(/C=C(\C#N)c3nc4ccccc4s3)c(Oc3ccc(Br)cc3)nc12	-9%
Cc1cccc(C)c1NC(=O)Cn1cc(C(=O)c2ccco2)c2ccccc21	3%
Cc1ccc(S(=O)(=O)c2cn(Cc3ccccc3)c3cc(N4CCCC4)c(F)cc3c2=O)cc1	-7%

The listing continues.
Compound	FLuc modulator
CCc1ccc(-n2nc3ccc(NC(=O)COc4ccc(OC)cc4)cc3n2)cc1	2%
Cc1ccc(Cc2cn3cc(-c4ccc(F)cc4)nc3s2)cc1	0.76µM*
Cc1nc(SCc2ccccc2Cl)c(C#N)c(C)c1C	0%
O=C(Cn1cc(S(=O)(=O)c2ccccc2)c(=O)c2cc(Cl)ccc21)Nc1ccc2c(c1)OCO2	0%
Cc1ccc(NC(=O)Cn2c(=O)n(Cc3nc(C)no3)c(=O)c3ccccc32)c(Cl)c1	0%
Cc1ccc2nc3c(c(Nc4ccc(C)c(C)c4)c2c1)CCC3	-8%
Cc1cccc(NC(=O)C2CCCN(c3nnc(-n4c(C)ccc4C)s3)C2)c1C (configuration not stated)	-9%
COc1ccc(C2=NS(=O)(=O)N(C)C(C(=O)Nc3ccc(OC(F)(F)F)cc3)=C2)cc1	-1%
Cc1ccc(SCc2nc(-c3ccc(C(=O)NCCc4ccc(Cl)cc4)cc3)oc2C)cc1	-2%
Cc1cccc(-c2nc(CSc3nncn4c3cc3sccc34)c(C)o2)c1	-2%
CC1=C(C(=O)Nc2ccccc2)C(c2ccc(O)cc2)n2nc(SCc3ccccc3)nc2N1 (configuration not stated)	-3%
N#Cc1ccccc1Cn1c(=O)n(CCCC(=O)NCc2ccccc2Cl)c(=O)c2ccccc21	-5%
CCc1ccccc1NC(=O)N1CCN(c2cc(-c3noc(C)n3)ccc2C)CC1	1%

This is a subset; count on the stated rates, not on these rows.
